SSB-PriA inh: inhibitors of Klebsiella pneumoniae PriA binding to SSB C-terminal tail; AlphaScreen SSBct-PriA binding, biotinylated peptide; inhibition, % at 33 µM; actives 0.6% (n = 430,000); in the data active = inhibition mostly above about 37%, no sharp cut-off; inactive = mostly below about 20%;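 note: plate controls were negative control peptide for no effect and reference peptide for full effect; strong numbers were not always called active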
Vc quorum ag: quorum light induction in luxS cqsA deficient V. cholerae; V. cholerae BH1578 lux reporter, luminescence, 6 h; activation, % at 18.7 µM; actives 0.16% (n = 350,000); in the data active = activation mostly above about 9.7%, no sharp cut-off; inconclusive = no clear call, values can overlap the other calls; inactive = mostly below about 3.7%; note: not every result past the cut was called active; inactives centre near 0; reference of the scale not given here
BoNT-A LC inh2: blocks Botulinum neurotoxin A light chain protease. multiplex microsphere protease substrate cleavage, flow cytometry. inhibition, % at 10 µM. actives 0.17% (n = 360,000). AID 588499; note: plate controls were buffer without enzyme for full effect and enzyme alone for no effect
Y pestis TopoI: blocks Yersinia pestis topoisomerase I activity | actives 0.064% (n = 360,000) | Y. pestis Topo-I cleavage product accumulation, plate reader | activity, % at 10 µM; in the data active = activity above about 50%, passing the limit was not always enough; inconclusive = no clear call, values can overlap the other calls; note: inactives centre near 2
Anthrax LF prot: anthrax lethal factor protease inhibition | inhibition, % at 10 µM | AID 588501 | multiplex microsphere protease cleavage assay, LF | actives 0.12% (n = 360,000) | P15917; note: plate controls were buffer without enzyme for full effect and enzyme alone for no effect
TcdB GH inh: inhibitors of Clostridioides difficile toxin B glycohydrolase; inhibition, % at 9.99 µM; actives 0.24% (n = 350,000); AID 652162; TcdB glycohydrolase enzymatic assay, plate reader; in the data active = inhibition above about 10%
Target sequence (P18177 whole entry, looked up): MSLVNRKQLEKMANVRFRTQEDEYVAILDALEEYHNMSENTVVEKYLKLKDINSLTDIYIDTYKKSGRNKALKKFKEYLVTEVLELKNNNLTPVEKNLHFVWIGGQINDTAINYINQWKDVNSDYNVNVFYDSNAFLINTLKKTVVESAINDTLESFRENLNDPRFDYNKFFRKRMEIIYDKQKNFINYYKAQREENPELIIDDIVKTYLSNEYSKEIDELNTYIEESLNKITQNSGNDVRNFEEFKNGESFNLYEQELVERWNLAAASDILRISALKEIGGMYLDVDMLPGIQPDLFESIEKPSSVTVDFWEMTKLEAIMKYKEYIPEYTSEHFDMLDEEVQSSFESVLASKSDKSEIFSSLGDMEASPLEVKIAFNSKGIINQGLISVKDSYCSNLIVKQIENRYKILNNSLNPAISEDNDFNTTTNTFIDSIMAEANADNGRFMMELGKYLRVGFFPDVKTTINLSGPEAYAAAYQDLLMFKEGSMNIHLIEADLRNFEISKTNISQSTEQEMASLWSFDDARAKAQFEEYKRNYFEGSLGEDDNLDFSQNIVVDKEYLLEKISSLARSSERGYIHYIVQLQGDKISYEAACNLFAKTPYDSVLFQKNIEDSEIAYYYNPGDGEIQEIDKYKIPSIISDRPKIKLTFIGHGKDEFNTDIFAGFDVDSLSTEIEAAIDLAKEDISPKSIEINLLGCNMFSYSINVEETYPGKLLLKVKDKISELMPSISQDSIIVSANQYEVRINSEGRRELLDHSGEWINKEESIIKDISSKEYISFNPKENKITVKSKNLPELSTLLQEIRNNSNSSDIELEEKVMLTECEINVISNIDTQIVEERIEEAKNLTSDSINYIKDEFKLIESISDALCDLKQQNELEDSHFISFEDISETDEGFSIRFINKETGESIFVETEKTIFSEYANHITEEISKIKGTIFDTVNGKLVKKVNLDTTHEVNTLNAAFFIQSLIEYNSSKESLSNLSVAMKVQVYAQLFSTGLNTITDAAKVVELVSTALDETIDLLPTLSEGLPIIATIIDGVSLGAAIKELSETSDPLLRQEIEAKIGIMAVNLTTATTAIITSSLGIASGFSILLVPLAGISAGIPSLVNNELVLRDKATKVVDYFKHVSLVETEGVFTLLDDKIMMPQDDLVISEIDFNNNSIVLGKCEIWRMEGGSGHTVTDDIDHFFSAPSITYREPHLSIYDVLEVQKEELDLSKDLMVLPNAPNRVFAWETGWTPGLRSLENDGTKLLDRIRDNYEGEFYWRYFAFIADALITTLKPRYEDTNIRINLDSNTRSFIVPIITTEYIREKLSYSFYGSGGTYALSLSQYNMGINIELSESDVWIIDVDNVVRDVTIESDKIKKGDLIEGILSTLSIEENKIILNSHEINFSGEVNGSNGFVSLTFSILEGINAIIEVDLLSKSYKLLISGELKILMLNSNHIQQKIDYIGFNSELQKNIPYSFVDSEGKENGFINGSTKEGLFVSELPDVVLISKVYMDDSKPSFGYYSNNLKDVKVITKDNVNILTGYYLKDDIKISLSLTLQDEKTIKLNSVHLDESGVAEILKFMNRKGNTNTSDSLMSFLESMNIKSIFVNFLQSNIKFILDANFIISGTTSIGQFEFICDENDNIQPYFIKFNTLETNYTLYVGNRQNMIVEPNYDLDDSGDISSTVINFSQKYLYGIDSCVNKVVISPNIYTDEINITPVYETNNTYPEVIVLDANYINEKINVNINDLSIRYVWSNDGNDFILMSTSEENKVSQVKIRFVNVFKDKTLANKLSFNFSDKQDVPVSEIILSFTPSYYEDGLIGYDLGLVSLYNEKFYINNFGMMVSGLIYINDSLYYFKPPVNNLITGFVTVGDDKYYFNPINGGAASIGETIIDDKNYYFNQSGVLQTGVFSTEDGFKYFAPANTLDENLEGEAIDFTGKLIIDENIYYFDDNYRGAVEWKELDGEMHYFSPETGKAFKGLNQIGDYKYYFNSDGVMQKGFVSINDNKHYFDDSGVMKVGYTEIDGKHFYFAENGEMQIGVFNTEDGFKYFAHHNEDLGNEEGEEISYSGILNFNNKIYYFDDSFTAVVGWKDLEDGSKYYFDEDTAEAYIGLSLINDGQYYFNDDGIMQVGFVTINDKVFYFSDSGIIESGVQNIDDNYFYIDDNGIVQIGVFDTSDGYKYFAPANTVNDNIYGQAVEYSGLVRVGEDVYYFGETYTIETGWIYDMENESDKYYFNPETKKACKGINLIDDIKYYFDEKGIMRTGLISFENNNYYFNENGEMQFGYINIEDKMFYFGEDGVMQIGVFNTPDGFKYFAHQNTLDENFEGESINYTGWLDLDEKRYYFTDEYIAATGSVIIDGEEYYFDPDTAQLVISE
3CLpro inhibitor: SARS-CoV 3CLpro protease inhibition | P0C6X7 | recombinant SARS-CoV 3CLpro, quenched FRET peptide cleavage | inhibition, % at 6 µM | actives 0.14% (n = 290,000); in the data active = inhibition above about 12%
PfHsp40 rescue: rescue of PfHsp40-mediated yeast toxicity; AID 504582; S. cerevisiae expressing PfHsp40, growth rescue, ATP luminescence; actives 0.68% (n = 340,000); growth rescue, % at 12.5 µM; in the data active = growth rescue above about 28%, passing the limit was not always enough; inconclusive = no clear call, values can overlap the other calls;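 note: yeast W303a lacking pdr1 and pdr3 grown in galactose medium; growth measured after three days at 30 °C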
PrPC TRFRET: inhibitors of human cell surface prion protein PrPC | P04156 | TR-FRET read-out | inhibition, % at 13.8 µM | actives 0.43% (n = 370,000); in the data active = inhibition above about 24%; note: 0% = median of the test wells and 100% = reference compound wells
* hit, by the source's call; i = inactive; u = inconclusive; x = not tested or not shown; & = joins results of further samples. Cut-off read from the data, not from the text of the source, unless noted: active = inhibition above about 30%; inconclusive = no clear call, values can overlap the other calls; inactive = below that.

Sample of the layout (5 entries):
SMILES	SSB-PriA inh	Vc quorum ag	BoNT-A LC inh2	Y pestis TopoI	Anthrax LF prot	TcdB GH inh	3CLpro inhibitor	PfHsp40 rescue	PrPC TRFRET
CC1CCCCN1CCCNC(=O)c1cc(Br)c(Br)[nH]1 (stereo not drawn)	2.9	-0.2	-0.2	-5.7	-4.4	x	-0.6	0.0	-10.0
Cc1csc2nc(CCNS(=O)(=O)c3ccc4c(c3)OCCO4)cn12	6.0	i	-0.6	3.2	-6.9	-0.1	-1.6	-1.4	5.5
CN(C(=S)NCCN1CCOCC1)C(c1ccccc1)c1ccccc1	-16.5	-0.2	-0.8	14.9	1.0	2.2	4.1	0.9	3.4
Cc1c(-n2c(SCC(=O)NC(C)C(C)C)nc3ccccc3c2=O)c(=O)n(-c2ccccc2)n1C (stereo not drawn)	-1.8	-0.3	-0.3	-10.8	-0.2	0.2	-0.9	-0.6	4.4
O=C(CSCc1ccc(Cl)cc1)N/N=C/c1ccccc1	x	-3.2	-0.4	18.4	-5.9	x	3.9	-0.2	1.4

Main list, repeating the preview:
SMILES	SSB-PriA inh	Vc quorum ag	BoNT-A LC inh2	Y pestis TopoI	Anthrax LF prot	TcdB GH inh	3CLpro inhibitor	PfHsp40 rescue	PrPC TRFRET
CC1CCCCN1CCCNC(=O)c1cc(Br)c(Br)[nH]1 (stereo not drawn)	2.9	-0.2	-0.2	-5.7	-4.4	x	-0.6	0.0	-10.0
Cc1csc2nc(CCNS(=O)(=O)c3ccc4c(c3)OCCO4)cn12	6.0	i	-0.6	3.2	-6.9	-0.1	-1.6	-1.4	5.5
CN(C(=S)NCCN1CCOCC1)C(c1ccccc1)c1ccccc1	-16.5	-0.2	-0.8	14.9	1.0	2.2	4.1	0.9	3.4
Cc1c(-n2c(SCC(=O)NC(C)C(C)C)nc3ccccc3c2=O)c(=O)n(-c2ccccc2)n1C (stereo not drawn)	-1.8	-0.3	-0.3	-10.8	-0.2	0.2	-0.9	-0.6	4.4
O=C(CSCc1ccc(Cl)cc1)N/N=C/c1ccccc1	x	-3.2	-0.4	18.4	-5.9	x	3.9	-0.2	1.4
O=C(CN1C(=O)NC(CCc2ccccc2)C1=O)Nc1ccc(F)c(F)c1F (stereo not drawn)	-11.0	-1.0	0.9	3.4	-0.5	0.7	x	-2.3	-3.6
O=C(NC1CCSC1=O)c1ccc(Oc2cccc(C(F)(F)F)c2)nc1 (stereo not drawn)	0.8	-0.9	-0.7	0.3	-0.2	x	-1.4	0.0	-2.0
O=C(Oc1cccc(C(=S)N2CCOCC2)c1)c1cccc(Cl)c1	45.9*	-1.4	0.6	41.0	3.2	0.0	-0.2	0.4	-5.9
OC(c1ccc2c(c1)OCO2)c1ncc(-c2cccc(C(F)(F)F)c2)[nH]1 (stereo not drawn)	x	i	-0.6	1.8	-1.8	1.8	x	x	3.4
CCN1C(=O)[C@H]2[C@@H](c3ccc(C(F)(F)F)cc3)N[C@]3(CCCN(CC4CCCCC4)C3=O)[C@H]2C1=O	x	-1.1	-0.2	-3.3	-7.4	0.6	x	x	2.4
OC[C@@H](O)[C@@H](O[C@@H]1O[C@H](CO)[C@H](O)[C@H](O)[C@H]1O)[C@H](O)[C@@H](O)CO	1.3	i	-0.1	-3.6	-7.5	0.1	x	-1.1	2.5
O=C(COC(=O)CNS(=O)(=O)/C=C/c1ccccc1)NC1CCS(=O)(=O)C1 (stereo not drawn)	-2.9	-0.6	-0.3	-0.7	-2.7	x	1.5	-0.1	-1.0
Cc1nnc(SCC(=O)NC23CC4CC(CC(C4)C2)C3)n(N)c1=O	-12.6	i	0.3	-0.9	2.3	-0.2	-2.3	-1.0	7.4
O=C(CC1Sc2ccccc2NC1=O)NCc1ccc(Cl)cc1 (stereo not drawn)	4.0	-0.6	0.4	0.0	-1.1	0.7	-1.9	-2.1	2.7
OCCN(CC#CC(O)(c1ccccc1)C1CCCCC1)CCO (stereo not drawn)	1.8	i	-0.5	1.8	-8.9	0.7	-2.8	-0.5	2.7
CCCn1c(N)c(N(CCOC)C(=O)c2cc(-c3ccco3)nc3ccccc23)c(=O)[nH]c1=O	-2.9	i	2.7	-6.1	1.3	0.0	-2.5	u	2.7
CCOCCCNC(=S)Nc1cc(OCC)c(NC(=O)c2ccco2)cc1OCC	2.3	-0.9	-1.0	1.0	-0.4	x	1.6	0.4	7.2
CCN(CC)CCCNC(=O)c1cc(-c2ccc(O)cc2)on1	-1.5	i	-0.8	-5.8	0.1	2.2	-3.2	1.0	-4.5
Cn1c(NC(=O)C2CC2)cc(=O)n(C)c1=O	1.7	-0.3	1.6	-4.1	9.4	0.9	-2.9	1.1	4.2
O=[N+]([O-])c1cc(Cl)ccc1NCCNS(=O)(=O)c1ccccc1	10.2	-0.3	-0.1	3.6	-7.1	x	0.3	1.3	-18.4
O=C(CSc1nnc(-c2c[nH]c3ccccc23)o1)N1c2ccccc2CCc2ccccc21	12.7	i	0.2	5.5	-1.9	0.8	1.9	1.2	-4.1
Cc1cccc(NC(=O)C2(C)CC3c4ccccc4C2c2ccccc23)c1C (stereo not drawn)	-9.3	-0.2	0.2	11.9	1.6	x	7.5	-0.3	9.1
OCCN1CCN(C(=S)c2ccc(Br)cc2)CC1	-0.4	i	u	-9.1	-4.2	x	1.0	-1.1	0.1
Cc1ccc(S(=O)(=O)N(CCC(=O)Nc2ccc(OC(F)(F)F)cc2)c2ccccc2)cc1	-16.1	-0.4	-0.2	21.0	-0.2	x	8.0	1.1	6.8
Cc1cc(C(=O)C(C)Sc2cccc[n+]2[O-])c(C)n1-c1ccc(Cl)cc1 (stereo not drawn)	1.8	-0.5	0.2	20.2	-0.2	2.1	3.3	14.1	11.9
Additional results:
SMILES	SSB-PriA inh	Vc quorum ag	BoNT-A LC inh2	Y pestis TopoI	Anthrax LF prot	TcdB GH inh	3CLpro inhibitor	PfHsp40 rescue	PrPC TRFRET
O=C(COc1ccccc1)Nc1ccc(-c2ccc(N3CCOCC3)nn2)cc1	0.2	i	0.4	-1.0	2.6	3.0	x	u	-11.3
O=C(COC(=O)C1(c2ccccc2F)CCCC1)N1CCN(C(=O)c2ccco2)CC1	-12.0	i	-0.9	7.3	-7.9	x	0.9	0.0	1.2
CCCCNC(=O)C1CC(=O)N(c2ccc(OC)cc2)C1c1ccc(OC)cc1 (stereo not drawn)	10.8	i	0.6	12.3	-1.4	x	1.4	-1.0	-0.2
COc1ccc(-n2ncc(C(C)NS(=O)(=O)c3cccs3)c2C)cc1 (stereo not drawn)	-1.4	i	0.5	7.1	1.6	1.9	6.2	3.0	-0.6
COc1ccc(C(=O)NC(=S)NCc2cccnc2)cc1[N+](=O)[O-]	0.9	-0.2	-0.5	1.0	1.8	x	5.2	-0.6	-23.9
O=C(NCc1ccc2c(c1)OCO2)c1ccccc1	-6.6	-0.4	0.8	5.3	-7.2	0.6	2.1	-0.1	6.4
C=CCOC(=O)C1=C(C)NC(SC)=C(C#N)C1c1ccc(OCC)cc1 (stereo not drawn)	-19.2&-8.6	-1.0&0.0	0.0&0.2	12.0&18.3	-6.1&-1.4	-0.4	3.4	0.9&-0.9	8.1&3.7
CCCNCc1cc(OC)c(OCC(=O)NCCc2ccccc2)cc1Br	5.2	i	-0.2	0.4	-4.0	x	1.2	-0.1	-7.4
CCOc1cc(S(=O)(=O)NCc2ccccn2)ccc1Cl	9.0&-1.2	-13.8	0.8	6.5	-0.5	2.9	-1.0	0.4	0.4
CNC(=O)c1c(NC(=O)CS(=O)(=O)c2ccc(Cl)cc2)sc(C)c1C	-10.0	-1.2	3.8	5.3	-0.9	-3.4	x	-0.7	7.0
Cc1ccc(C(=O)Nc2ccc(S(=O)(=O)NC3=NCCCCC3)cc2)c(C)c1	-4.2	1.6	-0.2	9.1	-3.6	0.0	x	-0.1	-5.0
Cn1c(SCC(=O)N2CCCC2=O)nc2ccccc2c1=O	-7.6	-2.9	-0.3	-4.4	-0.6	3.0	x	0.6	1.9
O=C1CCC(C(=O)OCc2ccccc2)N1 (stereo not drawn)	-14.0	-0.1	-1.4	0.1	-0.1	2.0	-5.6	0.0	4.1
C[C@@H]1CCCCO[C@@H](CN(C)Cc2ccc(C(F)(F)F)cc2)[C@@H](C)CN([C@H](C)CO)C(=O)c2cc(N(C)C)ccc2O1	x	1.1	-0.7	28.0	-1.4	-10.2&-13.4	x	x	0.6
Cc1ccc2[nH]c(=O)c(CN(C(=O)c3cccc([N+](=O)[O-])c3)C(C)C)cc2c1	3.8	-0.5	-0.6	3.6	0.1	0.9	0.5	0.1	-1.1
c1ccn2cc(C34CC5CC(CC(C5)C3)C4)nc2c1	20.0	-1.4	0.1	10.3	-5.7	1.4	1.2	0.5	1.5
CCCCn1c(N)c(N(CC(C)C)C(=O)CSCc2cccc(C)c2)c(=O)[nH]c1=O	9.3	i	x	7.1	x	0.5	x	0.3	-1.3
C=C/C(C)=C/C[C@H]1C(=C)CCC2[C@](C)(C(=O)O)CCC[C@@]21C (stereo partly drawn)	-5.9	-0.6	-0.1	9.6	-5.1	x	x	-0.2	x
O=C(CCNC(=O)c1ccc(Cl)cc1)Nc1cccc(S(=O)(=O)N2CCCCC2)c1	10.1	i	-0.8	4.6	0.5	-0.3	x	0.5	7.1
Cc1nn(S(=O)(=O)c2ccc(C(C)C)cc2)c(C)c1S(=O)(=O)N1CCOCC1	-7.9	-0.3	-0.1	-7.4	-1.0	0.9	-2.1	0.0	-0.1
CCOC(=O)c1cnc(SC2CC(=O)N(c3cccc(OC)c3)C2=O)nc1N (stereo not drawn)	-11.2	-0.2	1.6	-0.8	2.2	x	-1.5	-1.1	0.8
Cc1c(Cl)cccc1NC(=O)Nc1cc(C(C)(C)C)nn1C	0.2	i	x	-10.1	x	2.1	4.9	-1.6	-4.6
Cc1ccc(NC(=O)c2cc(=O)n(Cc3ccccc3)c(=O)[nH]2)cc1C	-17.6	1.0	-0.1	4.1	3.1	0.1	1.5	-1.4	2.1
CCN(Cc1cccs1)C(=O)CN1C(=O)NC2(CCCc3ccccc32)C1=O (stereo not drawn)	-19.4	-1.4	-3.7	-6.6	-0.8	0.5	x	0.4	1.3
COc1ccc(OC)c(NC(=O)C2CCN(S(=O)(=O)c3cccs3)CC2)c1	-13.7	0.5	u	-6.4	-13.3	x	-4.5	-1.0	-0.4
Nc1ccc(C(=O)N/N=C\c2ccc(OC(=O)c3ccccc3Cl)cc2)cc1	x	i	-5.4	13.3	-1.8	3.1	3.1	1.9	-2.5
CC1=C(C(=O)N(C)C)CC(CC(=O)NC(c2ccccc2)c2ccccc2)C(=O)N1Cc1ccccc1 (stereo not drawn)	x	-0.4	-0.8	32.2	-4.9	0.6	x	x	-6.0
c1nc2sc3c(c2c2nnnn12)CCC3	-6.0&-4.3	i	0.1	11.8	-2.5	x	1.7	0.2	-3.0

Complete entries, looked up by structure. Order of values: SSB-PriA inh | Vc quorum ag | BoNT-A LC inh2 | Y pestis TopoI | Anthrax LF prot | TcdB GH inh | 3CLpro inhibitor | PfHsp40 rescue | PrPC TRFRET
Shown for C[C@@H]1CCCCO[C@@H](CN(C)Cc2ccc(C(F)(F)F)cc2)[C@@H](C)CN([C@H](C)CO)C(=O)c2cc(N(C)C)ccc2O1 → x | 1.1 | -0.7 | 28.0 | -1.4 | -10.2&-13.4 | x | x | 0.6
Shown for Nc1ccc(C(=O)N/N=C\c2ccc(OC(=O)c3ccccc3Cl)cc2)cc1 → x | i | -5.4 | 13.3 | -1.8 | 3.1 | 3.1 | 1.9 | -2.5

Screens from PubChem.

These rows are one share of the data; count on the stated rates, not on these rows.
